AmpC no deterg: blocks E. coli AmpC beta-lactamase in detergent-free assay; P00811; Potency, µM (titrated, usually from 57.1 µM), for the others: top-dose activity change, negative = inhibition, usual class: inhibitors; 330,000 tested, 0.52% active; AID 485341; AmpC nitrocefin hydrolysis, absorbance 480 nm, 0.0001% Triton;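 further: potency means the concentration at half of the fitted maximal effect; plate controls were no compound for no effect and no enzyme for full effect; nearly all actives have a fitted effect of over 20% in size; some results filed as inactive show a strong effect at the top dose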
Target sequence (P00811 whole entry, looked up): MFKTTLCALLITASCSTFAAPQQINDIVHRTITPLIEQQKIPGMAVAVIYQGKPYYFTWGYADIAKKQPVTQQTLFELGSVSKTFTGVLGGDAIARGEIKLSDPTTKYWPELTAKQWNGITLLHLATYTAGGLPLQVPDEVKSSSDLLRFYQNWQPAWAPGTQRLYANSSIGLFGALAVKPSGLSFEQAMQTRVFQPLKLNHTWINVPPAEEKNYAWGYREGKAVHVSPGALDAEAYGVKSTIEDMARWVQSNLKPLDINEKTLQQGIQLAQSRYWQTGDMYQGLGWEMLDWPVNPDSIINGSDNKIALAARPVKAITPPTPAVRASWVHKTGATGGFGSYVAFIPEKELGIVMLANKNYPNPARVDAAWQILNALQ
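AmpC (5.3 nM in the dispensed reagent) in 20 mM phosphate pH 7.0 with 0.01% (detergent screen) or 0.0001% Triton X-100 was preincubated with compounds for 15 min at room temperature. Nitrocefin was then added from an 800 uM solution, and hydrolysis was followed at 480 nm.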
LmPK inh: LmPK (Leishmania mexicana) enzyme inhibition; Q27686; purified LmPK, Kinase-Glo ATP luminescence, 1 h; Potency, µM (top dose mostly 57.5 µM), for inactives: at the top dose activity change, negative = inhibition, hits mostly inhibitors; 290,000 tested, 0.37% active; AID 1721; further: potency means the concentration at half of the fitted maximal effect
Target sequence (Q27686 whole entry, looked up): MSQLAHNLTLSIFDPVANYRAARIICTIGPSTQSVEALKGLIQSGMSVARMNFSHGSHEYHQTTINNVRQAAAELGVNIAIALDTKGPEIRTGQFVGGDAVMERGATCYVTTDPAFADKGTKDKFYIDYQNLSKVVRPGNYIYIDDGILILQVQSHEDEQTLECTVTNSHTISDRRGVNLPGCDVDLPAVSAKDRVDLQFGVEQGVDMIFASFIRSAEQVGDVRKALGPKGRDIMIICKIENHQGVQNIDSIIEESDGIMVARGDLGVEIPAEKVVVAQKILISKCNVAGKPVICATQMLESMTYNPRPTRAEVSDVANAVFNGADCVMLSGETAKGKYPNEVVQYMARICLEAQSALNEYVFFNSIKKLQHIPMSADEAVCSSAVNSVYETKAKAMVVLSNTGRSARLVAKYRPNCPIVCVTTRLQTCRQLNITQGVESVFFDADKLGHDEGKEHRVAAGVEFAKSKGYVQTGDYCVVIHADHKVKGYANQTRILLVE
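Purified LmPK (0.1 nM) converted ADP (0.1 mM) to ATP with PEP (0.5 mM) in imidazole buffer pH 7.2 with KCl and MgCl2, 1 h at room temperature. ATP was read by Kinase-Glo luminescence; data normalized to uninhibited and no-enzyme controls.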
HCMV inh: inhibitors of human cytomegalovirus | activity change, negative = inhibition, % at 57.5 µM | 410,000 tested, 4.5% active | HFF cells, HCMV-luciferase reporter, 72 h; stronger effect = lower value; in the data active means activity change below about -60%; inconclusive means no clear call, values can overlap the other calls; inactive means above about -39%
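Human foreskin fibroblasts infected with luciferase-reporter HCMV at MOI 1 PFU/cell, compounds at two doses. Luciferase measured 72 h post infection; normalized to buffer-only basal and Salinomycin (10uM) controls.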
AMA1-RON2 inh: disrupts binding of P. falciparum AMA1 to RON2; AlphaScreen AMA1-biotinylated RON2 peptide binding; Potency, µM (series often up to 58.2 µM), for inactives: top-dose activity change, negative = inhibition, most hits filed as inhibitors; 360,000 tested, 0.2% active; AID 720542;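 further: potency means the concentration at half of the fitted maximal effect; 0% = vehicle wells and -100% = peptide control; nearly all actives have a fitted effect of over 45% in size; some results filed as inactive show a strong effect at the top dose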
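AMA1 (3D7) with his tag at 25 nM final met compounds first, then biotinylated RON2 peptide at 25 nM; detection used donor plus acceptor beads, 10 µg/mL apiece, read by AlphaScreen after 30 min at room temperature.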
Sm TGR block: inhibitors of Schistosoma mansoni thioredoxin glutathione reductase; Q962Y6; AID 485364; Potency, µM (highest dose often 114 µM), for the others: at the top dose activity change, negative = inhibition, hits mostly inhibitors; purified TGR, DTNB reduction, TNB absorbance 405 nm; 360,000 tested, 3% active; further: potency means the concentration at half of the fitted maximal effect; nearly all actives have a fitted effect of over 60% in size
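Kinetic colorimetric format: TGR-catalysed, NADPH-driven DTNB reduction monitored via TNB absorbance. Enzyme dispensed at 20 nM; compound exposure 15 min at room temperature before reaction start.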
TbPYK inhibitor: T. brucei pyruvate kinase inhibition. Q57TT1. TbPYK enzyme, Kinase-Glo Plus ATP luminescence, 45 min. Potency, µM (series often up to 76.8 µM), for the others: at the top dose activity, negative = inhibition, usual class: inhibitors. 410,000 tested, 0.12% active. AID 624173; further: potency means the concentration at half of the fitted maximal effect; nearly all actives have a fitted effect of over 50% in size
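Assay buffer: 50 mM TEA pH 7.2, 100 mM KCl, 10 mM MgCl2, 0.05% BSA, 0.01% Tween-20. Pyruvate kinase from T. brucei plus substrate met compound, then ADP (130 uM final). Luminescence was read post 45 min RT.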
AmpC inh detg: inhibitors of E. coli AmpC beta-lactamase with detergent | P00811 | AmpC hydrolysis of nitrocefin, absorbance 480 nm, 0.01% Triton | Potency, µM (series often up to 114 µM), inactives show at the highest dose activity change, negative = inhibition, usual class: inhibitors | 370,000 tested, 0.041% active | AID 485294;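 further: potency means the concentration at half of the fitted maximal effect; 0% = no-compound wells and -100% = no-enzyme wells; nearly all actives have a fitted effect of over 25% in size; some results filed as inactive show a strong effect at the top dose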
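AmpC (5.3 nM in the dispensed reagent) in 20 mM phosphate pH 7.0 with 0.01% (detergent screen) or 0.0001% Triton X-100 was preincubated with compounds for 15 min at room temperature. Nitrocefin was then added from an 800 uM solution, and hydrolysis was followed at 480 nm.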
Starred values were filed as active, the others as inactive; ? = inconclusive; . = not tested or not shown; [ ] = another dose, or the depositor's remark. Unless noted, the call rests on the fitted dose curve; in most records, active means well fitted curve in the direction sought with a large enough effect; inconclusive means small, poorly fitted or top-dose-only effect, or another doubt; inactive means no such curve, though single readings can be large; an effect the other way counts as inactive or inconclusive. Unless noted, on the % scale 0 is the no-effect control and ±100 the full control effect. Hits appear at their usual frequency; overall some 7.4% were active at least once.

SMILES	AmpC no deterg	LmPK inh	HCMV inh	AMA1-RON2 inh	Sm TGR block	TbPYK inhibitor	AmpC inh detg
Cc1nn(-c2ccccc2)c2c1CC1(C(=O)N(C)C(=O)N(C)C1=O)C1CCCCN21 (stereo unspecified)	18.2%	10.2%	31.7	-14.9%	-1.8%	-1.6%	-3.9%
Cc1cccc(NC(=O)NCCn2c(=O)oc3ccc(C)cc32)c1	.	.	-18.6	.	0.6%	-3.4%	20.1%
CC(c1ccon1)N(C)C(=O)c1cccc(OC2CCN(S(C)(=O)=O)CC2)c1 (stereo unspecified)	.	.	-14.9	-9.0%	.	0.8%	.
CC(C)OC(=O)c1ccc(N2C(=O)C3CC=CCC3C2=O)cc1 (stereo unspecified)	11.4%	-0.8%	31.4	-33.1%	9.0%	-1.2%	-15.9%
COc1ccc2c(ccn2S(=O)(=O)c2ccccc2)c1	-38.7%	-0.9%	15.4	7.2%	4.2%	9.1%	?
CC1CC2(NC(=O)NC2=O)C(C)CN1C (stereo unspecified)	-5.7%	2.3%	18.4	2.6%	-4.3%	0.2%	-13.9%
CCc1ccc([C@@H]2C[C@H]3[C@@H](CN2S(=O)(=O)c2ccc(C)cc2)C(=O)C[C@@H](c2ccc(Cl)cc2)N3S(=O)(=O)c2ccccc2C)cc1	.	.	-1.7	-9.0%	.	-11.3%	.
CCOC(=O)c1ccc(NC(=O)c2ccc(NC(=O)C3CCCO3)cc2)cc1 (stereo unspecified)	-10.1%	-0.1%	10.1	6.2%	-5.7%	-1.2%	-0.4%
COc1ccc(OC)c2c1cc(C(=O)N[C@@H](Cc1ccccc1)C(=O)O)n2C	-19.1%	7.3%	27.0	-1.2%	-1.0%	-0.4%	-9.6%
O=C(N/N=C/c1cc(Br)c(O)c(Br)c1O)c1cccnc1	-18.4%	3.1%	4.7	-6.4%	?	-18.4%	4.7%
COc1cccc(N2CCN(CC(=O)Nc3nc(C)c(C(=O)N(C)C)s3)CC2)c1	48.3%	3.0%	-15.5	10.6%	-12.2%	1.4%	-8.7%
CCc1cccc(NC(=O)CN(c2ccc(OC)cc2)S(=O)(=O)c2c(C)n[nH]c2C)c1	28.4%	1.7%	8.2	-13.7%	-0.4%	.	0.3%
CCC(C)NS(=O)(=O)c1ccc(OCC(=O)NCc2ccc(OC)cc2)cc1 (stereo unspecified)	-3.4%	4.7%	-2.7	-10.9%	6.4%	0.7%	4.1%
O=C(CCC(=O)Nc1cccnc1)Nc1cccnc1	.	.	-6.9	-18.2%	.	-2.7%	.
CCOc1ccc(NC(=O)CCNC(=O)Cn2cnc3ccccc3c2=O)cc1	8.5%	-3.0%	3.3	7.9%	-8.5%	-6.6%	-5.9%
CC(C)[C@@H](C(=O)NC1CCN(Cc2ccccc2)CC1)N1C(=O)N2CCc3c([nH]c4ccccc34)[C@@]2(C)C1=O	204.5%[activator]	1.2%	-65.2*	-15.5%	2.2%	2.0%	4.2%
CCCCC(=O)N(C)c1c(C)nc2ccc(C(=O)Nc3cccc(NS(C)(=O)=O)c3)cn12	.	.	13.0	2.1%	.	-0.5%	.
CCOC(=O)N1CCN(c2nc(-c3ccccc3)c3ccccc3n2)CC1	-13.7%	-3.8%	.	10.4%	-1.9%	1.0%	-1.6%
COc1ccc(CNS(=O)(=O)c2ccc3c(c2)NC(=O)C(C)C(=O)N3)cc1 (stereo unspecified)	.	.	-21.5	.	-12.7%	2.7%	-2.2%
O=C(O)Cn1cc(/C=C2/NC(=O)N(c3ccc(Cl)cc3)C2=O)c2ccccc21	-6.6%	7.2%	10.8	3.1%	?	-7.1%	?

Full records, quoted from the list. Order of values: AmpC no deterg	LmPK inh	HCMV inh	AMA1-RON2 inh	Sm TGR block	TbPYK inhibitor	AmpC inh detg
Profile of CCc1cccc(NC(=O)CN(c2ccc(OC)cc2)S(=O)(=O)c2c(C)n[nH]c2C)c1 → 28.4%	1.7%	8.2	-13.7%	-0.4%	.	0.3%
Profile of CC(C)OC(=O)c1ccc(N2C(=O)C3CC=CCC3C2=O)cc1 (stereo unspecified) → 11.4%	-0.8%	31.4	-33.1%	9.0%	-1.2%	-15.9%
Profile of CCc1ccc([C@@H]2C[C@H]3[C@@H](CN2S(=O)(=O)c2ccc(C)cc2)C(=O)C[C@@H](c2ccc(Cl)cc2)N3S(=O)(=O)c2ccccc2C)cc1 → .	.	-1.7	-9.0%	.	-11.3%	.

Continued.
SMILES	AmpC no deterg	LmPK inh	HCMV inh	AMA1-RON2 inh	Sm TGR block	TbPYK inhibitor	AmpC inh detg
O=C(CN1N=C(c2ccccc2)CCC1=O)NCCCN1CCc2ccccc2C1	-14.3%	-2.2%	-37.8	-1.6%[11.6 µM]	-16.4%	-5.4%	?
CCN1CCN(CCn2c(=S)[nH]c3ccccc3c2=O)CC1	-21.1%	2.1%	42.8	26.6%	2.7%	-5.4%	-5.5%
Cc1cccc(NS(=O)(=O)Cc2ccccc2)n1	-10.2%	4.2%	17.0	-7.2%	-7.7%	-22.7%	?
C=CCCC1(CC)C(=O)NC(=S)NC1=O	.	.	-0.1	-0.9%	.	-9.5%	.
C#Cc1ccc([C@H]2C=C(C(=O)N3CCN(Cc4ccccc4)CC3)O[C@@H](OCC)[C@@H]2CCCO)cc1	169.8%[activator]	-1.2%	14.8	-2.1%	?	14.2%	-7.0%
CC(=O)N1CCN(c2ccc(NC(=O)c3ccco3)cc2Cl)CC1	-8.5%	-8.4%	46.8	-8.7%	?	-4.0%	2.4%
Cc1cccc(NC(=O)C2COc3ccccc3O2)c1 (stereo unspecified)	-24.5%	0.7%	30.8	5.9%	3.5%	10.3%	0.5%
COc1ccc(CNS(=O)(=O)c2cc(-c3cc(C)no3)ccc2OC)cc1OC	-3.7%	9.2%	0.0	9.5%	3.7%	4.2%	-1.2%
COc1ccccc1CC1CC(=O)N(c2cccc(Cl)c2C)C1=O (stereo unspecified)	-4.4%	-3.0%	9.4	18.5%	0.1%	-0.6%	?
COc1ccc(CC(=O)OCC(=O)Nc2ccc(C(=O)Nc3ccc(OC)cc3)cc2)cc1	-19.7%	1.3%	4.8	0.6%	10.5%	-5.8%	2.5%
Cc1ccc(S(=O)(=O)Nc2nc3ccccc3nc2NCC2CCCO2)c(C)c1 (stereo unspecified)	-15.3%	1.1%	-28.7	-6.5%	2.2%	1.7%	-1.2%
CCCSc1nc2c(cnn2-c2ccc(C)cc2)c(=O)[nH]1	-27.7%	-1.0%	?	5.1%	-9.9%	-1.1%	-11.2%
COc1cc2cc(C)c3nnc(SCC(N)=O)n3c2cc1OC	-3.6%	0.5%	.	.	2.4%	.	?
CCOC(=O)c1[nH]c2cc3c(cc2c1CCCN1C(=O)c2ccccc2C1=O)OCCO3	-6.4%	-1.1%	8.7	11.3%	5.8%	-3.9%	-11.3%
Cc1cccc(NC(=O)CSCC(=O)N2CCN(c3cccc(C(F)(F)F)c3)CC2)c1	70.6%[activator]	.	-4.7	-7.9%	-6.5%	1.5%	7.9%
COc1ccc2c(C)cc(SCC(=O)Nc3nsc(-c4ccc(C(C)(C)C)cc4)n3)nc2c1	.	.	77.3	.	0.2%	9.1%	-4.2%
O=C(CC1SC2=NCCN2C1=O)Nc1ccc(Cl)cc1 (stereo unspecified)	-21.9%	-0.1%	38.0	6.5%	8.3%	-8.5%	-15.3%
CCN(C(=O)c1ccc2c(Cl)c3c(nc2c1)CCC3)c1ccc(C)c(C)c1	286.9%[activator]	1.5%	-7.3	-23.6%	-2.1%	-10.8%	-9.9%
CCc1ccccc1NC(=O)CN(C)C(=O)CSc1nnc(Nc2cccc(C)c2C)s1	51.3%	3.6%	-31.6	-12.3%	-0.5%	-10.4%	?
COc1cc(C(=O)OCC(=O)NC2CCCC2)cc(NC(=O)c2ccco2)c1OC	-4.5%	3.9%	-20.8	3.1%	-22.9%	5.0%	?
CCOC(=O)C1(C(F)(F)F)N=C(N(C)C)OC(N(C)C)=N1	6.4%	-0.3%	9.9	-6.0%	-1.9%	1.0%	-6.1%
C=CCNC(=S)NCc1ccccc1	-6.9%	-7.9%	-5.6	3.2%	4.4%	2.1%	-6.7%
Cc1noc(C)c1NC(=O)NC(c1ccccc1)c1ccccc1	-12.2%	5.7%	81.1	6.4%	-10.1%	-12.5%	1.5%
CC#CCOCC1CN(C)C(=O)O1 (stereo unspecified)	.	.	1.2	-10.4%	.	0.7%	.
Cc1cnc(NC(=O)CSc2nnc(Cc3ccccc3)n2C)s1	-15.2%	0.4%	4.0	6.4%	49.7%[activator]	1.5%	3.4%
CCOc1ccc(NC(=O)Cn2c(=O)n(Cc3nc(-c4ccccc4)no3)c(=O)c3cc4c(cc32)OCO4)cc1	.	.	2.4	.	6.6%	-4.0%	0.0%
COc1ccc(Cc2nnc(CCc3ccccc3)s2)cc1	-0.4%	-0.2%	14.4	26.5%	-2.5%	2.0%	1.1%
CC1(C(=O)Nc2cccc(C#N)c2)CCN1C(=O)c1ccccc1CCc1ccccc1 (stereo unspecified)	.	.	?	-0.2%	.	-16.1%	.
Cc1ccc(-c2noc(-c3cccs3)n2)cc1	-7.2%	?	201.8	37.0%[activator]	-0.1%	-3.6%	-9.1%
COC(=O)[C@@H](c1ccccc1)C1CCCCN1 (stereo partly specified)	-9.0%	.	?	-7.7%	.	-10.2%	.
CCOc1cc(NC(=S)NCC2CCCO2)c(OCC)cc1NC(=O)c1ccccc1F (stereo unspecified)	104.8%[activator]	5.4%	-6.2	-19.5%	10.1%	4.9%	-11.6%
COC(=O)C1CCN(Cc2cc(=O)oc3cc(OC)ccc23)CC1	-25.2%	-3.3%	12.8	-2.9%	-2.2%	-8.5%	?
COc1ccc(N2C(=O)C(CC(=O)Nc3ccccc3)N(Cc3ccc(OC)c(OC)c3)C2=O)cc1 (stereo unspecified)	24.3%	-0.3%	38.3	-5.8%	-17.6%	2.3%	-3.1%
COc1ccccc1-n1c(C)cc(/C=C2/C(=N)N3C(=NC2=O)SN=C3S(C)(=O)=O)c1C	-41.0%	-3.2%[11.5 µM]	22.0	-4.3%	-1.7%	-8.9%	6.6%
CCOC(=O)/C(C(N)=NCCCO)=C(/O)c1ccccc1	3.8%	-0.8%	27.5	0.9%	-17.0%	-5.2%	-2.4%
Cc1ccc(C(c2nnnn2C2CCCC2)N2CCc3ccccc32)cc1 (stereo unspecified)	-15.3%	-0.4%	?	-13.9%	-15.7%	-12.4%	-12.9%

From PubChem BioAssay
